POLK inh: DNA polymerase kappa (human) inhibition | Q9UBT6 | purified Pol kappa, fluorescent DNA synthesis assay, 10 min | Potency, µM (highest dose often 107 µM), without a hit: at the top dose activity, negative = inhibition, actives largely listed as inhibitors | actives 0.53% (n = 400,000) | AID 588579; further: potency means the concentration at half of the fitted maximal effect; on the % scale 0 is the no-effect control and ±100 the full control effect
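10 nM Pol kappa preincubated 15 min at room temperature with compounds, then reaction started with substrate at 50 nM final. Fluorescence read kinetically at 0 and 10 min; buffer-only wells served as negative control.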
POLH inh: DNA polymerase eta (human) inhibition. Q9Y253. recombinant Pol eta, fluorescent DNA replication assay. Potency, µM (doses to about 114 µM), without a hit: top-dose activity change, negative = inhibition, most hits filed as inhibitors. actives 1.2% (n = 390,000). AID 588591; further: potency means the concentration at half of the fitted maximal effect; on the % scale 0 is the no-effect control and ±100 the full control effect
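Pol eta at 10 nM preincubated with compounds 15 min at room temperature; reaction started with fluorescent substrate (50 nM final) and read kinetically at 0 and 10 min.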
ERG Ets-DNA blk: ERG Ets/DNA interaction inhibition | AID 624246 | actives 0.028% (n = 370,000) | fluorescence polarization, His-ERG Ets domain / labelled DNA | Potency, µM (highest dose often 76.9 µM), for inactives: top-dose FP activity, negative = inhibition, hits mostly inhibitors; active means well fitted inhibition curve with a large enough effect in the polarisation, with a control signal flat; inconclusive means small, poorly fitted or top-dose-only effect, or effect the other way, or a change in a side signal; inactive means no such curve, though single readings can be large or run the other way; the % refers to the polarisation;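 further: polarization taken with two DNA probes labelled with fluorescein and Texas red; potency means the concentration at half of the fitted maximal effect; % of control where 0% means no effect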
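His-tagged ERG Ets domain (1 uM in the protein solution; 300mM KCl, 50mM Tris-HCl, 1mM EDTA, 1mM DTT, pH 7.5) received compound, then a probe mix of 5 nM fluorescein-DNA and 100nM Texas-615-DNA. Fluorescence polarization was read for both dyes.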
Apoferritin bind: candidate novel general anesthetic via apoferritin binding. apoferritin/1-aminoanthracene competitive binding, fluorescence. Potency, µM (doses to about 77.5 µM), without a hit: at the highest dose activity change, negative = displacement, most hits filed as inhibitors. actives 0.074% (n = 350,000). AID 485281; further: potency means the concentration at half of the fitted maximal effect; on the % scale 0 is the no-effect control and ±100 the full control effect; nearly all actives have a fitted effect of over 20% in size
Target sequence (P02791 2-175 limits assumed): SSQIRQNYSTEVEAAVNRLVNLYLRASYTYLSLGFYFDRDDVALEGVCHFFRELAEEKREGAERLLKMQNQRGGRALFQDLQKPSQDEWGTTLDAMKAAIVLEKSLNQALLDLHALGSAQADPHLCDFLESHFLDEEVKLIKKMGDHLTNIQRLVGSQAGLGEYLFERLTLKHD
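Concentration-response curves derived by four-parameter Hill fitting of normalized fluorescence, where compounds displaced 1-AMA from 10 uM horse apoferritin following a brief 10 min room-temperature incubation; propofol titration acted as positive control.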
RGS4 inh: inhibitors of human regulator of G protein signaling 4 | actives 0.039% (n = 390,000) | AID 504845 | Transcreener GDP fluorescence polarization, RGS4-accelerated GTP hydrolysis | Potency, µM (titrated, usually from 114 µM), inactives show at the top dose activity change, negative = inhibition, actives largely listed as inhibitors; further: potency means the concentration at half of the fitted maximal effect; on the % scale 0 is the no-effect control and ±100 the full control effect; nearly all actives have a fitted effect of over 75% in size; some results filed as inactive show a strong effect at the top dose
Target sequence (P49798 whole entry, looked up): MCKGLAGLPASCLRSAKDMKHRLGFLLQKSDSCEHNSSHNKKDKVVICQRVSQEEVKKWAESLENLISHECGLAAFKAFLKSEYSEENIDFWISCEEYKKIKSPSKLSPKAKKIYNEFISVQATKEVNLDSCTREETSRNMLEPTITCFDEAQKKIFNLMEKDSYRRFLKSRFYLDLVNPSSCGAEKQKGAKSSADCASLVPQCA
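MLSMR compounds (23 nl, pin-transferred) preincubated 10 min at room temperature with a 500nM (2x) first reagent, then RGS4 at 900nM (2x) plus Transcreener GDP mix added; fluorescence polarization (620/688 nm) read before and after 90 min at 30 °C.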
Pol beta inh: blocks human DNA polymerase beta activity | Potency, µM (series often up to 114 µM), without a hit: at the top dose activity change, negative = inhibition, most hits filed as inhibitors | actives 1.3% (n = 340,000) | Pol beta primer extension/strand displacement, fluorescence kinetic | P06746; further: potency means the concentration at half of the fitted maximal effect; on the % scale 0 is the no-effect control and ±100 the full control effect
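Pol beta (10 nM) and compounds were preincubated 15 min at room temperature, then 50 nM substrate (final) started primer extension/strand displacement. Reads were taken at 0 and 10 min; concentration-response data were fitted to a four-parameter Hill equation.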
12-LOX inh: inhibitors of human 12S-lipoxygenase ALOX12; Potency, µM (doses to about 108 µM), inactives show at the top dose activity change, negative = inhibition, actives largely listed as inhibitors; purified 12hLO, xylenol orange hydroperoxide absorbance; actives 1.1% (n = 580,000); P18054; further: potency means the concentration at half of the fitted maximal effect; on the % scale 0 is the no-effect control and ±100 the full control effect
Target sequence (P18054 whole entry, looked up): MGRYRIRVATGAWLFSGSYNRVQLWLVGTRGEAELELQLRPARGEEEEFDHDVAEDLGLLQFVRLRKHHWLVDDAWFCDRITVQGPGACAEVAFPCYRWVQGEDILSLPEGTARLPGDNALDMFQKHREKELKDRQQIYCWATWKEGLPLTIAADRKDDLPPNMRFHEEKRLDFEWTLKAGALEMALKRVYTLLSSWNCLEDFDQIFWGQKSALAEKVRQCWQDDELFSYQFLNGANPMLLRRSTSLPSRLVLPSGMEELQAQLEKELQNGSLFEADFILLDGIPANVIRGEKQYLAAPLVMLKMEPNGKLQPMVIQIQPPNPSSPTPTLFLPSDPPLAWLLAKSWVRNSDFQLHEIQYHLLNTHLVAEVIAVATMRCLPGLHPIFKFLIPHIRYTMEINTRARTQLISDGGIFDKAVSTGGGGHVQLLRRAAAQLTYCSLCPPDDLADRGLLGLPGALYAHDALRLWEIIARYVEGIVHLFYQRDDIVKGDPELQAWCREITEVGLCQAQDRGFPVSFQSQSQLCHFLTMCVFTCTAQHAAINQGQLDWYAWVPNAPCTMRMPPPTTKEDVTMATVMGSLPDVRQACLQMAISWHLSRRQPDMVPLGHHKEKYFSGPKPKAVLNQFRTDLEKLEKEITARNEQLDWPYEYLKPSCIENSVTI
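Purified human 12hLO at 150 nM in 25 mM Hepes, 0.01% Triton X-100, pH 7.0, preincubated 15 min at room temperature with compound. Reaction started with 40 uM arachidonic acid, 30 min at room temperature. Hydroperoxide measured by Fe-xylenol orange, 573/405 nm absorbance ratio.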
LDHA block: inhibitors of human lactate dehydrogenase A; purified LDHA, NADH/diaphorase-resazurin fluorescence; stronger effect = lower value; activity change, % (values are at about 110 or 230 µM); actives 0.15% (n = 480,000); in the data active means activity change below about -30%; inconclusive means mostly about -25% to -30%;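 further: plate controls were DMSO wells for no effect and wells without enzyme for full effect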
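Human LDH5 (2 nM) was incubated with 0.06 mM NADH and 0.2 mM pyruvate for 5 min at room temperature in Tris pH 7.4. Remaining NADH was coupled through diaphorase/resazurin, and resorufin fluorescence was read at 0 and 20 min.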
APE1 inh: APE1 (human) endonuclease inhibition | P27695 | recombinant APE1, TAMRA/BHQ-2 abasic DNA cleavage fluorescence | Potency, µM (highest dose often 65.8 µM), inactives show at the top dose activity change, negative = inhibition, usual class: inhibitors | actives 0.35% (n = 350,000);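 further: potency means the concentration at half of the fitted maximal effect; plate controls were vehicle for no effect and reference inhibitor for full effect; nearly all actives have a fitted effect of over 55% in size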
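Kinetic fluorescence read (525 ex/598 em nm, three reads 60 s apart) of AP-site incision; signal = third minus first read. Enzyme 0.75 nM, dual-labelled THF duplex 50 nM, compound preincubation 15 min RT.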
An asterisk follows results filed as active; [ ] = dose if it differs, or a comment. Unless noted, the call rests on the fitted dose curve; in most records, active means well fitted curve in the direction sought with a large enough effect; inconclusive means small, poorly fitted or top-dose-only effect, or another doubt; inactive means no such curve, though single readings can be large; an effect the other way counts as inactive or inconclusive.

How did Cc1nc2nc(C)n(CCN3CCOCC3)c(=O)c2c(-c2cccc([N+](=O)[O-])c2)c1C(=O)CCCCCCCCCCN1CCC(c2ccccc2)(c2ccccc2)CC1 do in these assays?
POLK inh: -8%; POLH inh: -22%; ERG Ets-DNA blk: 3%; RGS4 inh: -15%; 12-LOX inh: inconclusive; LDHA block: 0

How did COc1ccccc1/C=N/NC(=O)c1ccc2c(c1)OCO2 do in these assays?
POLK inh: -9%; POLH inh: -20%; ERG Ets-DNA blk: -5%; Apoferritin bind: -8%; RGS4 inh: -2%; Pol beta inh: 21%; 12-LOX inh: 1%; LDHA block: 1; APE1 inh: 8%

Results for COCCCNC(=O)CCc1nc2cccnc2n1Cc1ccccc1 ?
POLK inh: -1%; POLH inh: -10%; ERG Ets-DNA blk: -7%; Apoferritin bind: -8%; RGS4 inh: -7%; Pol beta inh: 2%; 12-LOX inh: 13%; LDHA block: -2; APE1 inh: -4%

What do the screens show for `O=C(Nc1ccc(C(=O)N2CCCCC2)cc1)C1CCC1`?
POLK inh: 15%; POLH inh: -3%; ERG Ets-DNA blk: -22%; RGS4 inh: -16%; 12-LOX inh: 3%; LDHA block: 0

What do the screens show for `COc1ccc(/C=C/C(=O)C2(O)CCCCC2)cc1`?
POLK inh: -25%; POLH inh: -2%; ERG Ets-DNA blk: 1%; Apoferritin bind: 3%; RGS4 inh: 20%; Pol beta inh: 9%; 12-LOX inh: inconclusive; LDHA block: -5; APE1 inh: 1%

How did Cc1ccn2c(=O)nc(SCC(=O)N3CCC(C)CC3)nc2c1 do in these assays?
POLK inh: -1%; POLH inh: inconclusive; ERG Ets-DNA blk: -13%; RGS4 inh: -40%; 12-LOX inh: -2%; LDHA block: 0; APE1 inh: 12%

What do the screens show for `CC(C)NC(=O)N(C)C[C@H]1Oc2ccc(NS(=O)(=O)c3ccccc3)cc2C(=O)N([C@H](C)CO)C[C@H]1C`?
POLK inh: -6%; POLH inh: -8%; ERG Ets-DNA blk: -1%; RGS4 inh: -4%; 12-LOX inh: -5%; LDHA block: -4; APE1 inh: 2%

How did Cc1cc(C)c2nc(NCCCNC(=S)NCCCN(C)C)c(C#N)cc2c1 do in these assays?
POLK inh: -9%; POLH inh: -10%; ERG Ets-DNA blk: 4%; Apoferritin bind: 54%[activator]; RGS4 inh: 11%; Pol beta inh: -13%; 12-LOX inh: inconclusive; LDHA block: -1; APE1 inh: -3%

How did CC(C)C[C@H](N)c1nnc(S(=O)(=O)Cc2ccc(F)cc2)o1 do in these assays?
POLK inh: 8%; POLH inh: -5%; ERG Ets-DNA blk: 3%; Apoferritin bind: -12%; RGS4 inh: -18%; Pol beta inh: 9%; LDHA block: 4; APE1 inh: -1%

Results for Cc1cn([C@H]2C[C@H](O)[C@@H](CCC(=O)NCCc3cnc[nH]3)O2)c(=O)[nH]c1=O ?
POLK inh: -22%; POLH inh: -2%; ERG Ets-DNA blk: 5%; RGS4 inh: 12%; 12-LOX inh: inconclusive; LDHA block: -5

What do the screens show for `CN1CCN(c2ccccc2NC(=O)c2ccc(-c3ccccc3[N+](=O)[O-])o2)CC1`?
POLK inh: -1%; POLH inh: -14%; ERG Ets-DNA blk: 22%; Apoferritin bind: -23%; RGS4 inh: -53%; Pol beta inh: 13%; 12-LOX inh: 2%; LDHA block: 10; APE1 inh: 20%

Results for Cc1ccc2c(c1)c1c(n2CC(O)CN2C(=O)CNC2=O)C(=O)CCC1 (centres undefined) ?
POLK inh: -7%; POLH inh: -5%; ERG Ets-DNA blk: -4%; Apoferritin bind: 137%[activator]; RGS4 inh: -18%; Pol beta inh: 16%; 12-LOX inh: inconclusive; LDHA block: 6; APE1 inh: 4%

Molecules from the list above that have sulfur (four):
How did Cc1ccn2c(=O)nc(SCC(=O)N3CCC(C)CC3)nc2c1 do in these assays?
POLK inh: -1%; POLH inh: inconclusive; ERG Ets-DNA blk: -13%; RGS4 inh: -40%; 12-LOX inh: -2%; LDHA block: 0; APE1 inh: 12%

What do the screens show for `CC(C)NC(=O)N(C)C[C@H]1Oc2ccc(NS(=O)(=O)c3ccccc3)cc2C(=O)N([C@H](C)CO)C[C@H]1C`?
POLK inh: -6%; POLH inh: -8%; ERG Ets-DNA blk: -1%; RGS4 inh: -4%; 12-LOX inh: -5%; LDHA block: -4; APE1 inh: 2%

How did Cc1cc(C)c2nc(NCCCNC(=S)NCCCN(C)C)c(C#N)cc2c1 do in these assays?
POLK inh: -9%; POLH inh: -10%; ERG Ets-DNA blk: 4%; Apoferritin bind: 54%[activator]; RGS4 inh: 11%; Pol beta inh: -13%; 12-LOX inh: inconclusive; LDHA block: -1; APE1 inh: -3%

How did CC(C)C[C@H](N)c1nnc(S(=O)(=O)Cc2ccc(F)cc2)o1 do in these assays?
POLK inh: 8%; POLH inh: -5%; ERG Ets-DNA blk: 3%; Apoferritin bind: -12%; RGS4 inh: -18%; Pol beta inh: 9%; LDHA block: 4; APE1 inh: -1%

Later entries.
What do the screens show for `Cc1cc(C)nc(NC=C2C(=O)OC(C)(C)OC2=O)n1`?
POLK inh: -7%; POLH inh: -18%; ERG Ets-DNA blk: 10%; Apoferritin bind: -11%; RGS4 inh: 9%; Pol beta inh: -6%; 12-LOX inh: inconclusive; LDHA block: 1; APE1 inh: 4%

What do the screens show for `O=C1CC(C(=O)Nc2ccccc2)N=C(N2CCOCC2)N1` (centres undefined)?
POLK inh: -1%; POLH inh: -6%; ERG Ets-DNA blk: 3%; Apoferritin bind: -3%; RGS4 inh: -6%; Pol beta inh: -21%; 12-LOX inh: -9%; LDHA block: -4; APE1 inh: 1%

How did CCc1ccc(OC(C)C(=O)Nc2ccc(S(=O)(=O)Nc3nccs3)cc2)cc1 (centres undefined) do in these assays?
POLK inh: -3%; POLH inh: -4%; ERG Ets-DNA blk: 11%; Apoferritin bind: -7%; RGS4 inh: -17%; Pol beta inh: -22%; 12-LOX inh: -18%; LDHA block: 1; APE1 inh: 45%[12.4 µM]

How did CCCn1nnnc1SCC(=O)NNC(=O)c1ccco1 do in these assays?
POLK inh: 3%; POLH inh: -2%; ERG Ets-DNA blk: 2%; Apoferritin bind: -13%; RGS4 inh: -8%; Pol beta inh: 41%; 12-LOX inh: 2%; LDHA block: -3; APE1 inh: 5%

How did COCc1ccc(C(=O)N2CCC(CCC(=O)Nc3cccc(C)c3)CC2)s1 do in these assays?
POLK inh: 12%; POLH inh: -9%; ERG Ets-DNA blk: -12%; Apoferritin bind: -12%; RGS4 inh: 22%; Pol beta inh: 25%; 12-LOX inh: 27%; LDHA block: 0; APE1 inh: 8%

How did CCc1nnc(NC(=O)c2oc3ccccc3c2COC(C)C)s1 do in these assays?
POLK inh: -6%; POLH inh: -11%; ERG Ets-DNA blk: -6%; RGS4 inh: 7%; 12-LOX inh: -4%; LDHA block: -3; APE1 inh: 48%[activator]

How did COc1ccc(NC(=O)CN2CCN(CC#N)CC2)cc1 do in these assays?
POLK inh: -11%; POLH inh: -12%; ERG Ets-DNA blk: -5%; Apoferritin bind: -12%; RGS4 inh: -15%; Pol beta inh: 1%; 12-LOX inh: 13%; LDHA block: 0; APE1 inh: -9%

Results for CC(C)C[C@@]12C(=O)N(c3cccc(Cl)c3)C(=O)N1[C@H](c1ccc(Br)cc1)[C@@H]1C(=O)N(C(C)(C)C)C(=O)[C@@H]12 ?
POLK inh: -5%; POLH inh: -10%; ERG Ets-DNA blk: 13%; RGS4 inh: -1%; 12-LOX inh: -56%; LDHA block: -1; APE1 inh: 11%

How did O=C(Cn1c(=O)n(Cc2nc(-c3ccccc3)no2)c(=O)c2cc3c(cc21)OCO3)Nc1ccccc1 do in these assays?
POLK inh: 3%; POLH inh: 3%; ERG Ets-DNA blk: 2%; Apoferritin bind: -2%; RGS4 inh: 1%; Pol beta inh: 4%; 12-LOX inh: -10%; LDHA block: -4

Results for O=C(COc1ccc(Cl)cc1)NC1CCSC1=O (centres undefined) ?
POLK inh: -9%; POLH inh: -7%; ERG Ets-DNA blk: 1%; Apoferritin bind: -6%; RGS4 inh: 9%; Pol beta inh: -6%; 12-LOX inh: 32%[activator]; LDHA block: -6; APE1 inh: -1%

Results for COCCNC(=O)CS(=O)Cc1nc(-c2ccc(OC)cc2)oc1C (centres undefined) ?
POLK inh: -5%; POLH inh: -17%; ERG Ets-DNA blk: -6%; Apoferritin bind: -4%; RGS4 inh: -20%; Pol beta inh: 3%; 12-LOX inh: 12%; LDHA block: -2; APE1 inh: 3%

What do the screens show for `COc1ccc(NC(=O)CSCC(=O)NCCc2ccccn2)cc1`?
POLK inh: -8%; POLH inh: -5%; ERG Ets-DNA blk: 4%; Apoferritin bind: 0%; RGS4 inh: 21%; Pol beta inh: 2%; 12-LOX inh: 9%; LDHA block: -7; APE1 inh: 12%

What do the screens show for `Cc1ccccc1NC(=O)COC(=O)c1ccc(S(=O)(=O)N2CCCCCC2)cc1`?
POLK inh: -7%; POLH inh: -16%; ERG Ets-DNA blk: -10%; RGS4 inh: -6%; 12-LOX inh: -25%; LDHA block: -4; APE1 inh: 13%

High-throughput results: PubChem, National Center for Advancing Translational Sciences (NCATS)

Not all compounds are listed, so the mix of outcomes need not match the whole.
